aDG glyco up – alpha-DG glycosylation activation | Pro5-aDG cells, alpha-DG glycosylation AlphaScreen (IIH6); 0% Pro5, 100% B10-LARGE cell signal | activation, % at 10 µM | hit rate 0.22% among 360,000 | AID 624168;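 active means activation of at least 8% versus controls, or a plate z-score of at least 8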;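 further: Pro5 are CHO cells carrying HIG-tagged alpha-DG that lacks glycosylation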
Vif inh – inhibitors of HIV Vif | HEK293T cells, Vif self-association by quenched fluorescence, imaging, 24 h | hit rate 0.35% among 340,000 | inhibition, % at 7.49 µM; in the data active means inhibition above about 50%, passing the limit was not always enough; further: some results filed as inactive read as strong as hits
MC4R barr agon – activates human MC4R beta-arrestin recruitment; P32245; U2OS MC4R beta-arrestin complementation, luminescence; percent of melanotan II response, DMSO zero; activation, % at 8.9 µM; hit rate 0.98% among 360,000; AID 540308;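 active means activation above a per-plate cutoff, the mean activation of sample wells on that plate plus 3 SD, cut at about 8% in these data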
ABHD5-PLIN5 inh – inhibitors of human ABHD5-perilipin-5 interaction; Q00G26+Q8WTS1; Split G. princeps luciferase complementation, luminescence, 4 h; inhibition, % at 4 µM; hit rate 0.78% among 360,000;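 active means inhibition above the mean inhibition across every tested compound plus 3 SD, cut at about 22% in these data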;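 further: 0% = DMSO only wells and the 100% control is not disclosed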
Glyco luc inh – N-linked glycosylation inhibition | hit rate 0.23% among 360,000 | D54 ERlucT glycosylation luciferase reporter, 24 h; percent of 100 nM tunicamycin response | AID 588692 | reporter increase, % at 12.5 µM;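 active means mean luciferase reporter signal, scaled so untreated is 0 and the glycosylation-blocking control 100, at or above a set limit in every replicate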;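 further: luciferase carries N-glycosylation sites so blocking glycosylation raises the light; 0% = median of neutral control wells and 100% = median of 100 nM tunicamycin wells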
ABCB6 inh 2 – blocks the human ABCB6 transporter; fluorescence ratio to DMSO, % at 10 µM; hit rate 0.19% among 360,000; Q9NP58; K562-ABCB6 porphyrin accumulation, flow cytometry, 1 h; stronger effect = lower value; AID 602162;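 active means fluorescence ratio to DMSO below 75%, the collection mean minus 3 SD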;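 further: signal is porphyrin accumulated inside mitochondria; 100% equals median channel fluorescence of DMSO control wells; lower ratio means ABCB6 inhibition with less porphyrin fluorescence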
Granule exo inh – blocks lytic granule exocytosis; hit rate 0.66% among 360,000; inhibition, % at 10 µM; TALL-104 LAMP-1 surface exposure, flow cytometry; cells stimulated with thapsigargin and PMA; AID 651702;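 active means inhibition above about 55%, limit read from the data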
NOD2-RIPK2 inh – blocks binding of human NOD2 to RIPK2 | CHO BLA complementation NOD2-RIPK2, CCF4 ratio | inhibition, % at 4.98 µM | hit rate 0.38% among 360,000; in the data active means inhibition above about 21%;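 further: 0% = vehicle only and 100% = reference blocker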
TLR9-MyD88 inh – TLR9-MyD88 interaction inhibition; CHO BLA complementation TLR9-MyD88, CCF4 FRET ratio; inhibition, % at 4.98 µM; hit rate 0.21% among 340,000;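 active means inhibition above the mean over all tested compounds plus 3 SD, cut at about 21% in these data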;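 further: 0% = DMSO only wells and 100% = clavulanate BLA inhibitor control wells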
MC4R antagonist – human MC4R antagonism in cAMP assay | P32245 | MC4R-expressing cells, MTII-stimulated cAMP, LANCE TR-FRET | inhibition, % at 6.5 µM | hit rate 0.48% among 360,000 | AID 540295;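 active means inhibition above its plate's cutoff, the mean of tested wells on that plate plus 3 SD, cut at about 29% in these data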;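 further: 0% = Melanotan II alone and 100% = Melanotan II plus saturating MCL0020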
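material = U2OS cells stably expressing human melanocortin 4 receptor (MC4R) | also added = Melanotan II challenge | dosing = single nominal compound dose of 6.5 µM | detection = TR-FRET with Eu-cAMP and labeled anti-cAMP, 671 nm | replication = singlicate | timing = compound 30 min, challenge 1 h, detection 1 h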
An asterisk follows results filed as active; x = no result given.

Below each compound – Glyco luc inh	Granule exo inh	aDG glyco up	Vif inh	NOD2-RIPK2 inh	MC4R antagonist	ABHD5-PLIN5 inh	MC4R barr agon	TLR9-MyD88 inh	ABCB6 inh 2
(1) Cc1ccsc1/C=C1/SC(=O)N(CC(=O)N2CCCC2)C1=O
    1.4	-0.7	-0.2	-5.0	0.4	-7.4	-1.1	-0.3	1.8	100.0
(2) Cc1[nH]c2ccc(F)cc2c1CCN(Cc1ccncc1)C(=S)Nc1ccccc1
    -4.4	-4.4	-0.2	-15.8	1.4	7.0	2.1	-1.0	10.5	101.0
(3) CCOC(=O)c1c(NC(=O)Cc2cccs2)sc(C(=O)N2CCCCC2)c1C
    -3.1	-4.4	-0.2	-5.6	-4.3	7.1	-0.5	0.5	-4.3	102.0
(4) CC(C)C(OC(=O)C1=Cc2ccccc2OC1)C(=O)NCC1CCCO1 (stereo not given)
    0.3	32.4	-0.2	-1.4	-16.0	11.0	12.0	-0.5	0.3	108.0
(5) N#C/C(=C\c1ccc(N2CCCCC2)o1)C(N)=O
    0.8	-1.4	-0.4	x	-11.7	-15.5	7.2	-0.9	-6.9	99.0
(6) O=C(CSCc1ccccc1Cl)NNC(=S)Nc1ccccc1
    1.0	-3.2	0.0	2.5	-9.9	4.3	1.4	-0.1	4.9	100.0
(7) O=C(CCCN1C(=O)/C(=C\c2ccco2)SC1=S)Nc1cccc2ccccc12
    2.9	-1.0	-0.1	-0.8	-6.1	4.4	-0.2	13.9*	1.2	99.0
(8) Cc1ccc(C(=O)N2CCN(c3cc(=O)[nH]nc3-c3ccccc3)CC2)cc1
    -1.8	-0.9	-0.3	2.7	-1.6	8.3	2.3	0.6	-5.8	97.0
(9) O=C(CCC1CCCN(C(=O)c2ccc3cc[nH]c3c2)C1)NCc1ccc(F)c(F)c1 (stereo not given)
    -3.2	0.4	0.7	-16.9	-4.7	9.5	0.8	-2.7	-3.9	95.0
(10) Cc1ccc(Nc2nc(N)nc(CSc3nc4ccccc4s3)n2)cc1
    5.9	11.3	0.6	-5.0	-11.4	-15.1	-11.2	0.4	-6.3	90.0
(11) COc1cc(/C=N/Nc2ccccn2)cc(OC)c1O
    2.2	-2.2	-0.1	1.7	-4.1	0.6	1.2	-3.7	1.7	92.0
(12) O=C(CCCCCn1c(=S)[nH]c2cc3c(cc2c1=O)OCO3)NCCc1ccccc1
    0.4	-3.0	0.1	-11.6	-3.7	-3.6	3.8	-1.9	15.5	95.0
(13) CCN(CC(=O)Nc1ccc(NC(C)=O)cc1)C(=O)/C=C/c1ccco1
    -1.4	-1.0	0.1	1.2	-2.2	12.5	4.1	-1.9	13.5	102.0
(14) O=C(c1ccccc1F)N1CCN(c2ccccc2F)CC1
    -1.3	3.8	-0.2	-8.6	-11.7	1.3	0.1	0.2	-1.8	96.0
(15) C[C@H]1CN([C@@H](C)CO)C(=O)c2cccc(NC(=O)c3ccc(-c4nccs4)cc3)c2O[C@@H]1CN(C)C(=O)Nc1cccc2ccccc12
    7.5	1.1	-0.1	-2.4	2.9	4.3	2.6	-3.4	-4.0	97.0
(16) COc1ccc(Cl)cc1N1C(=O)C2CCCN2C1c1ccc(F)cc1 (stereo not given)
    -0.3	0.1	-0.1	0.3	1.7	-5.9	-10.0	1.2	-15.1	99.0
(17) C/C(=N\OC(=O)c1cccc(Cl)c1)c1sc(C)nc1C
    1.3	-0.6	0.1	8.3	-5.1	-2.3	-1.0	-1.3	5.2	99.0
(18) COc1ccc(C(=O)Nc2ccc(F)cc2F)cc1
    -2.9	-1.3	0.2	-2.5	-8.4	3.7	1.3	-2.4	-4.5	95.0
(19) CN(C1CCCCC1)S(=O)(=O)c1cn(C)c(=O)n(C)c1=O
    0.9	-0.3	0.0	-4.3	-8.0	-0.9	-11.3	-1.1	-11.3	102.0
(20) CC(C)CCNC(=O)Cc1ccc(Nc2nc(=S)[nH]c3ccccc23)cc1
    2.2	0.4	0.3	-2.0	-0.1	10.3	0.0	-0.5	0.2	93.0

Arranged by value in Granule exo inh (rising): three from the list above
Below each compound – Glyco luc inh	Granule exo inh	aDG glyco up	Vif inh	NOD2-RIPK2 inh	MC4R antagonist	ABHD5-PLIN5 inh	MC4R barr agon	TLR9-MyD88 inh	ABCB6 inh 2
(7) O=C(CCCN1C(=O)/C(=C\c2ccco2)SC1=S)Nc1cccc2ccccc12
    2.9	-1.0	-0.1	-0.8	-6.1	4.4	-0.2	13.9*	1.2	99.0
(16) COc1ccc(Cl)cc1N1C(=O)C2CCCN2C1c1ccc(F)cc1 (stereo not given)
    -0.3	0.1	-0.1	0.3	1.7	-5.9	-10.0	1.2	-15.1	99.0
(20) CC(C)CCNC(=O)Cc1ccc(Nc2nc(=S)[nH]c3ccccc23)cc1
    2.2	0.4	0.3	-2.0	-0.1	10.3	0.0	-0.5	0.2	93.0

New compounds follow:
Below each compound – Glyco luc inh	Granule exo inh	aDG glyco up	Vif inh	NOD2-RIPK2 inh	MC4R antagonist	ABHD5-PLIN5 inh	MC4R barr agon	TLR9-MyD88 inh	ABCB6 inh 2
(21) O=C(CN1C(=O)C2CC=CCC2C1=O)Nc1ccc(F)c(Cl)c1 (stereo not given)
    -1.0	2.2	0.0	13.5	-4.4	-4.0	0.7	-1.6	5.0	99.0
(22) CC1Cc2ccccc2N1S(=O)(=O)c1cccc(C(=O)N2CCCCC2)c1 (stereo not given)
    -1.0	3.8	0.0	-1.1	-6.2	2.8	-3.9	-1.2	-2.0	97.0
(23) C[C@@H]1CC=C[C@H]2[C@H]1C(=O)N(Cc1ccccc1)[C@H]2c1ccc(C(F)(F)F)cc1
    -4.6	11.9	0.1	1.1	-8.3	2.9	-15.4	5.4	6.1	89.0
(24) [O-][n+]1onc2c1CCc1nnc(-c3ccccc3)cc1-2
    1.8	-1.1	1.4	2.7	-0.2	21.8	1.1	0.2	-1.9	94.0
(25) COc1cccc(N2CCN(C(=O)c3ccc(CS(=O)c4ccc(C)cc4)o3)CC2)c1 (stereo not given)
    23.6	6.8	-0.1	56.3*	6.4	-13.5	-1.0	-0.8	-1.4	100.0
(26) CC(=O)Nc1ccc(S(=O)(=O)NCCC(=O)Nc2ncccc2C)cc1
    2.8	4.4	0.1	24.1	-3.4	3.6	8.0	-0.1	-2.9	101.0
(27) COc1ccc(-c2nc3ccc(C)cn3c2Cc2ccc(C)cc2)cc1OC
    -0.7	-0.6	-0.1	x	7.3	x	0.4	x	x	98.0
(28) CC(C)CCNC(=O)CN(Cc1ccc2c(c1)OCO2)C(=O)CCC(=O)Nc1ccccn1
    0.7	2.5	0.0	0.1	-5.0	-2.6	-3.8	0.1	-0.6	92.0
(29) Cc1cc(Cl)c(S(=O)(=O)N2CCSCC2)cc1OCC(=O)NC1CCCCC1
    -7.2	0.3	3.0	-47.6	2.5	11.5	-7.7	2.4	4.6	92.0
(30) CC(C)(C)c1nnc(NC(=O)c2ccc(Cl)nc2)s1
    -1.1	-1.8	0.1	-3.2	-9.6	7.5	0.7	-0.6	-2.0	102.0
(31) Cc1ccccc1C(=O)NC1CCN(CC(=O)NCc2ccc(F)cc2)CC1
    1.1	1.1	-0.3	-1.0	-6.9	5.8	3.3	-3.7	-0.6	103.0
(32) COc1ccc(-c2nnnn2-c2ccccc2OC)cc1
    13.9	-3.5	-0.3	28.3	2.3	2.6	4.7	-2.0	-0.4	102.0
(33) Cc1cc(NC(=O)CSc2n[nH]c(CC(C)C)n2)no1
    -1.0	-0.3	1.5	4.5	-6.4	11.6	2.3	0.5	0.6	x
(34) CCN(CC)S(=O)(=O)c1ccc(N=NC2=C(O)CCCC2=O)cc1
    5.2	2.0	-0.3	-0.3	-10.3	3.5	-4.8	-1.1	3.8	100.0
(35) Cc1ccnc(NC(=O)c2ccc3c(c2)C(=O)N(CCC(C)C)C3=O)c1
    0.5	6.3	-0.1	-8.1	-15.2	21.5	3.3	-0.9	-0.9	99.0
(36) CC(=O)Nc1ccc(NC(=O)C(=O)c2cn(CC(=O)N3CCCC3)c3ccccc23)cc1
    0.1	3.9	-0.3	26.2	-7.3	-0.2	-3.0	-2.0	-2.3	90.0
(37) Cc1ccc(OCCOCCOc2cccc3cccnc23)c(Br)c1
    0.8	-5.3	0.4	-2.5	1.7	-7.6	2.3	-0.2	3.6	98.0
(38) N#Cc1ccc2[nH]c(CO)c(-c3ccccc3)c2c1
    3.9	-4.1	0.2	-0.4	-4.7	-3.2	-3.4	-0.8	-1.0	97.0
(39) O=C(c1cccc(S(=O)(=O)N2CCc3ccccc3C2)c1)N1CCN(c2ccc(O)cc2)CC1
    -1.3	1.7	-0.1	-1.5	1.7	4.3	6.9	-0.1	-7.5	94.0
(40) CCOC(=O)c1ccc2c(c1)nc(C)n2CC
    0.8	0.9	0.2	x	-5.7	9.2	-8.2	-0.9	9.8	118.0
(41) CCn1c(CSc2nc(C)cc(C)n2)nnc1SCC(=O)Nc1ccccc1
    -1.4	-8.7	0.3	-13.2	-11.8	3.6	2.3	-0.7	-5.0	96.0
(42) O=[N+]([O-])c1cc(-c2nnc(C34CC5CC(CC(C5)C3)C4)o2)cc([N+](=O)[O-])c1
    5.9	-0.4	0.8	3.4	-7.8	15.7	2.3	-1.6	-2.9	96.0
(43) O=C(COC(=O)c1cccc(S(=O)(=O)N2CCN(c3ccccc3)CC2)c1)NCC1CCCO1 (stereo not given)
    0.2	0.2	-0.2	-0.7	-2.5	3.2	-4.7	-1.5	-2.3	93.0
(44) CCOC(=O)N1CCN(C(=O)c2c[nH]c3ccc(S(=O)(=O)N(C)c4ccc(OCC)cc4)cc3c2=O)CC1
    0.0	5.3	0.0	-6.5	-5.9	12.9	-3.3	-1.3	-1.0	104.0
(45) CCCN(Cc1nnc(-c2ccccc2Cl)o1)C(=O)c1oc2ccccc2c1C
    -2.9	1.1	0.3	-3.1	-10.2	3.4	-1.8	-2.7	-0.3	97.0
(46) CCOC(=O)c1cc(NC(=O)c2ccc(Cl)cc2)c(=O)oc1-c1ccccc1
    -4.0	-1.7	0.1	4.2	-8.2	-3.5	0.5	-1.4	-5.9	100.0
(47) COc1ccc(S(=O)(=O)NCc2cccnc2)cc1C(=O)N1CCCCC1
    4.3	5.8	0.1	9.6	2.2	24.4	-6.0	0.5	-10.8	91.0
(48) CC(C)NS(=O)(=O)c1ccc(OCC(=O)N2CCCC2)cc1
    2.1	-2.5	0.0	1.0	1.6	7.2	-9.4	0.5	-0.6	101.0

Source: PubChem (several laboratories)

An excerpt. The share of hits here may be higher or lower than overall.
